Rat MKP-3 inhibitors: inhibition of rat DUSP6 enzyme activity – biochemical, in vitro, primary screen (AID 425); recombinant MKP-3 phosphatase activity, fluorescence; higher % means a stronger effect; inhibition, % at 20 µM; hits with a dose series show IC50 in µM; hit rate 0.17% among 110,000; in the data active = inhibition above about 50%;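 note: plate controls were vehicle for no effect and reference inhibitor for full effect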
Hsp70 inhibitors: small molecules displacing fluorescent ligand from Hsp70 – biochemical, fluorescence polarization, primary screen (AID 583); Hsp70 fluorescence polarization probe displacement, mP; higher % means a stronger effect; displacement, % at 20 µM; hits with a dose series show IC50 in µM; hit rate 0.06% among 140,000; in the data active = displacement above about 50%;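 note: plate controls were vehicle for no effect and reference ligand for full effect; a part of the inactive calls stands beside numbers as strong as those of hits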
Active calls of the source: *; . = no result given; & = joins results of further samples. Not all compounds are listed; count on the stated rates, not on these rows.

SMILES | Rat MKP-3 inhibitors | Hsp70 inhibitors
CCCCC(=O)N1CCCC(C(=O)OCC)C1 (configuration not stated) | . | -2.9%
CCN(CC)c1ccc2c(C)c(CN3CCOCC3)c(=O)oc2c1 | -1% | -0.5%
CCCC(=O)N1c2c(C)cccc2C(Nc2ccccc2C)CC1C (configuration not stated) | 0% | 3.0%
O=c1[nH]c(=S)[nH]c2sc3c(c12)CCN(Cc1ccccc1)C3 | 5% | 28%
O=C1CC(c2ccc(F)cc2)CC(O)=C1C=NCCN1CCNCC1 (configuration not stated) | . | -2.0%
COc1ccccc1CNC(=O)CC1S/C(=N\N=C\c2ccccc2)NC1=O (configuration not stated) | 2% | -0.2%
CCOC(=O)c1cc(=O)n2nc(-c3ccccc3F)nc2s1 | -7% | 2.4%
CCOC(=O)CSc1nc2sc(C)c(C)c2c(=O)[nH]1 | -8%&2% | 1.4%&-2.5%
O=C(OCC(=O)N1CCOCC1)c1ccc[nH]c1=O | -8% | 5.5%
CCOC(=O)c1cnc2cc(-c3cccc(Cl)c3)[nH]n2c1=O | 4% | -2.2%
Clc1cccc(Cl)c1Cn1cnc2c(N3CCCCCC3)ncnc21 | -9% | -0.5%
O=C1c2ccccc2C2NC(=O)C3(CCCCC3)N12 (configuration not stated) | -4% | -4.4%
CCOc1ccc(N(CC(=O)Nc2ccc(F)cc2)S(C)(=O)=O)cc1 | -3% | -0.6%
Cc1cccc(Nc2nc(N)nc(CN3CCN(c4ccccc4F)CC3)n2)c1 | -8% | 1.9%
Cc1ccc(S(=O)(=O)c2nc(-c3cccs3)oc2SCC(N)=O)cc1 | -1% | -15%
CC(=O)OC(C(=O)NCc1ccco1)c1ccncc1 (configuration not stated) | -4% | -5.3%
CC(C)NC(=O)CCCc1cn(C)c2ccccc12 | -1% | 2.2%
CCn1cc(C(=O)NCC2CCCO2)c(=O)c2cc(F)c(N3CCN(C)CC3)cc21 (configuration not stated) | 0% | 0.6%
CCOc1ccc(NC(=O)c2ccccc2NC(=O)c2cccs2)cc1 | 2% | -2.4%
O=C1NCCN/C1=C\C(=O)c1ccc(F)cc1 | -2% | -0.2%
COc1ccc(CNC(=O)c2onc(C)c2Cl)cc1 | 1% | 4.7%
CCOC(=O)C1=C(C)NC(=O)NC1c1ccccc1OCc1c(F)cccc1Cl (configuration not stated) | . | -2.6%
CCCOc1ccc2oc(=O)c3c(c2c1)CCCN3C(=O)CN1CCN(c2ncccn2)CC1 | 2% | 2.0%
COc1cc(NC(=O)c2ccc(-c3ccccc3)cc2)ccc1NC(=O)c1ccco1 | 4% | -0.3%
S=C1NCCc2ccccc2C1c1ccccc1Cl (configuration not stated) | . | -2.2%
CC1=CC(C)C2(CO)COC(c3ccc4c(c3)OCO4)C1C2C (configuration not stated) | 0% | 3.7%
Cc1cc(Br)cc(C)c1NC(=O)c1c(F)cccc1F | 4% | 2.2%
COc1cc(NC(=O)CSc2nccc(C)n2)c(C(=O)O)cc1OC | 2% | -3.1%
CCOC(=O)C1=C(N)n2c(s/c(=C/c3ccco3)c2=O)=C(C(=O)OC)C1c1ccco1 (configuration not stated) | -12% | -0.2%
CCOC(=O)c1cc(C#N)c(SCc2ccccc2)[nH]c1=O | 3% | -6.0%
O=S1(=O)C=CC(N2CCOCC2)C1 (configuration not stated) | -2% | .
O=C(O)C1C(c2ccccc2)C(C(=O)Oc2ccc(O)cc2)C1c1ccccc1 (configuration not stated) | 4% | 3.1%
O=c1cc(Nc2ccc3c(c2)OCCO3)[nH]c(=O)n1C1CCCCC1 | . | 0.1%
COc1ccc(S(=O)(=O)Cc2ccc(C(=O)N3CCc4ccccc4C3)o2)cc1 | -10% | 0.8%
COc1cc2nc3c4ccccc4n(CC#N)c3nc2cc1OC | -7% | -3.3%
CN(C)c1ccc(C2/C(=C(\O)c3ccc(Cl)cc3)C(=O)C(=O)N2c2cccnc2)cc1 (configuration not stated) | 2% | -3.6%
C=CCN(CC=C)Cc1ccc(C(=O)OC)o1 | . | 4.5%
CC1=C(C#N)c2nc(N)c(C#N)c(C)c2/C1=C/c1ccc(-c2ccc(C(=O)O)c(Cl)c2)o1 | 38% | 26%
c1ccc([C@H]2CC3C[C@@H](c4ccccc4)N2O3)cc1 | . | 5.2%
CCc1nc(N2CCN(c3nc(C)cc(C)n3)CC2)c2oc3ccccc3c2n1 | -4% | 5.4%
CCOc1cc(C)nc(N2CCC(C(=O)Nc3ccccc3OCC)CC2)n1 | -6% | 2.9%
CC(C)N(C(=O)COC(=O)c1ccccc1C(=O)N1CCN(c2ccc(F)cc2)CC1)C(C)C | -7% | 0.2%
COc1cc(NC(=O)c2cc(C(C)C)on2)cc(OC)c1OC | -8% | -1.0%
C#CCn1cc(/C=C(/C#N)C(=O)Nc2ccc(OCC)cc2)c2ccccc21 | 2% | -4.8%
O=C(/C=C/Nc1cccc([N+](=O)[O-])c1)c1cccs1 | . | 4.8%
N/C(=N\OC(=O)Cc1cccc2ccccc12)c1ccccn1 | . | -1.5%
C=CCSc1nnc(Cc2cc(=O)[nH]c(=O)[nH]2)n1-c1cc(C)ccc1C | -5% | 2.4%
O=C(Nc1ccccc1N1CCOCC1)c1ccc2c(c1)C(=O)N(Cc1ccncc1)C2=O | -5% | 2.2%
O=C(COc1ccc(F)cc1)Nc1nccs1 | 4% | 0.2%
CCOC(=O)N1CCN(C(=O)CN(Cc2ccc(Cl)cc2)S(=O)(=O)c2ccc(C)cc2)CC1 | . | 1.7%
Cn1c(N)c(C(=O)CCl)c(=O)n(C)c1=O | . | -1.6%
COc1ccc([N+](=O)[O-])cc1-c1ccc(/C=C(/C#N)C(=O)Nc2cccc(Br)c2)o1 | 1% | 0.2%
C=CCn1cc(C(=O)NCc2ccco2)c(=O)c2cc(S(=O)(=O)N3CCCCCC3)ccc21 | -4% | 4.6%
Nc1c2c3c(c(Cl)ccc3[nH]c1=O)C(=O)c1ccccc1-2 | 38% | 83%
Cc1nc(SCC#N)c2c3c(sc2n1)CCC3 | -12% | -3.4%
COc1ccc(C)cc1S(=O)(=O)N1CCN(S(=O)(=O)c2cc(C)ccc2OC)C(C)C1 (configuration not stated) | 8% | 4.5%
Cc1cc(C(=O)CN2C(=O)NC(c3ccccc3)(c3ccccc3)C2=O)c(C)n1Cc1ccco1 | 3% | -10%
Cc1cc(C)c(S(=O)(=O)Nc2ccc(Cl)c3cccnc23)c(C)c1 | 2% | -4.6%
Cc1ccc(C(C)C)c(OCCNC(=O)CCC2CCCC2)c1 | 3% | 1.8%
O=C(Nc1cccc(NC(=O)c2ccc(Cl)cc2Cl)c1)c1ccccc1F | 1% | 0.1%

Fetched by structure from the list above, 5 records:
SMILES | Rat MKP-3 inhibitors | Hsp70 inhibitors
COc1ccc([N+](=O)[O-])cc1-c1ccc(/C=C(/C#N)C(=O)Nc2cccc(Br)c2)o1 | 1% | 0.2%
CCOc1ccc(N(CC(=O)Nc2ccc(F)cc2)S(C)(=O)=O)cc1 | -3% | -0.6%
CCOC(=O)C1=C(C)NC(=O)NC1c1ccccc1OCc1c(F)cccc1Cl (configuration not stated) | . | -2.6%
CCN(CC)c1ccc2c(C)c(CN3CCOCC3)c(=O)oc2c1 | -1% | -0.5%
CCOC(=O)c1cc(C#N)c(SCc2ccccc2)[nH]c1=O | 3% | -6.0%

Next section:
SMILES | Rat MKP-3 inhibitors | Hsp70 inhibitors
CCc1n[nH]c2c1/C(=N\O)CC(C)(C)C2 | -5% | 1.3%
CC(C)Sc1nc(N2CCCC2)c2c(c1C#N)CC(C)(C)OC2 | 0% | -5.7%
Cc1cc(C)cc(NC(=O)C2CCCN(c3nccc(C)n3)C2)c1 (configuration not stated) | -1% | -0.5%
O=C(Nc1ccc(Cl)c(Cl)c1)N1CC=CCC1 | -16% | -1.6%
CCOC(=O)C1=C(CSc2nc(-c3ccncc3)ccc2C#N)OC(N)=C(C#N)C1c1ccc(OC)cc1 (configuration not stated) | . | -5.1%
COC(=O)c1c(-c2ccccc2)csc1NC(=O)CCCC(=O)O | 4% | 0.2%
COc1ccc(NC(=O)CSc2[nH]c(=O)cc(C)c2C#N)cc1OC | -7% | 2.9%
CCN1C(=O)/C(=C\c2cc(Br)c(OCc3ccc(F)cc3)c(OC)c2)SC1=S | 2% | -0.9%
CCOc1cc2oc(=O)c3c(c2cc1Cl)CCC3 | -3% | 2.1%
CCC(=O)NCCc1nc2ccccc2n1Cc1ccccc1 | . | 0.7%
O=S(=O)(NCCc1csc(-c2cccnc2)n1)c1ccc2c(c1)OCCO2 | -12% | 2.2%
Cc1cc(NC(=O)C2CCN(S(=O)(=O)Cc3ccccc3)CC2)ccc1-n1cnnn1 | 8% | -2.2%
Cc1ccc(N(CC(=O)NCc2ccc3c(c2)OCO3)S(=O)(=O)c2c(C)noc2C)cc1 | -2% | -1.5%
O=C1CC(Sc2ccc3ccccc3c2)C(=O)N1c1ccccc1 (configuration not stated) | 3% | -0.2%
CC(C)CCNC(=O)C(c1cccnc1)N(Cc1ccccc1)C(=O)Cn1nnc2ccccc21 (configuration not stated) | . | 2.1%
O=C(Oc1cccnc1)c1ccco1 | -12% | 0.0%
N#CC1=C(N)OC2=C(C(=O)CCC2)C1CCc1ccccc1 (configuration not stated) | -2% | -4.2%
O=S(=O)(Nc1nc2ccccc2nc1Nc1ccccc1)c1ccccc1 | -3% | 3.2%
O=C(Nc1ccccc1F)c1cc2cc(Br)ccc2oc1=O | 7% | 2.0%
CC(C)(C)CC(=O)Nc1nnc(-c2cccs2)s1 | -9% | -2.3%
Cc1cc(C)c2oc(-c3ccc(C)c(NC(=O)c4ccc(Br)o4)c3)nc2c1 | 12% | -9.3%
CCOC(=O)C1CCN(C(=O)c2n[nH]c(=O)c3ccccc23)CC1 | 0% | 2.7%
O=C(Nc1ccc2oc(=O)ccc2c1)c1ccco1 | -4% | 4.2%
N#CCCSCc1ccc(OCC(=O)O)cc1 | 3% | -0.1%
CCc1nnc(NC(=O)CN2CCN(c3ccc(Cl)cc3)CC2)s1 | . | -1.3%
CC(=O)Nc1ccc(-c2cc3ccccc3o2)cc1 | 1% | -4.6%
Cc1ccc(OCc2nnc(NC(=O)Nc3ccccc3)s2)c(C)c1 | 0% | -0.1%
O=C(NCc1ccncc1)c1ccc(C#CC2(O)CCCCC2)cc1 | 2% | -2.2%
COc1ccc(C(C)C)cc1S(=O)(=O)n1cnc(C)c1 | . | 2.3%
O=C(N1CCOCC1)C1(c2ccccc2)CCCCC1 | 0% | 3.5%
CCn1cc(Br)c(C(=O)NCc2ccco2)n1 | 0% | 7.2%
Cc1ccc(S(=O)(=O)N2CCN(C(=O)COc3ccc(NC(=O)c4ccco4)cc3)CC2)cc1 | . | 2.7%
COc1ccccc1CC(=O)Nc1cc([N+](=O)[O-])ccc1OC | 3% | 1.0%
CCOc1ccc(N2CC(C(=O)Nc3ccc(N4CCOCC4)cc3)CC2=O)cc1 (configuration not stated) | . | -5.0%
CCOC(=O)c1nc(-c2ccccc2)oc1N(C)C | . | 6.4%
Cc1cc(OCCOCCN2CCCC2)ccc1C(C)C | -1% | -1.4%
Cc1cc(C)nc(SCc2cccc(C(=O)O)c2)n1 | -2% | -0.9%
CC(C)Cc1nn2c(=O)cc(O)nc2s1 | 0% | -0.4%
Cc1ccc(CN(Cc2cc3cc4c(cc3[nH]c2=O)OCCO4)Cc2nnnn2Cc2ccco2)cc1 | . | 3.1%
CC1CCN(S(=O)(=O)c2ccc(NC(=O)c3ccc([N+](=O)[O-])cc3)cc2)CC1 | -1% | 4.8%

Entries listed so far containing a thiophene ring, fused or not, in the order listed:
SMILES | Rat MKP-3 inhibitors | Hsp70 inhibitors
O=c1[nH]c(=S)[nH]c2sc3c(c12)CCN(Cc1ccccc1)C3 | 5% | 28%
CCOC(=O)CSc1nc2sc(C)c(C)c2c(=O)[nH]1 | -8%&2% | 1.4%&-2.5%
Cc1ccc(S(=O)(=O)c2nc(-c3cccs3)oc2SCC(N)=O)cc1 | -1% | -15%
CCOc1ccc(NC(=O)c2ccccc2NC(=O)c2cccs2)cc1 | 2% | -2.4%
O=C(/C=C/Nc1cccc([N+](=O)[O-])c1)c1cccs1 | . | 4.8%
Cc1nc(SCC#N)c2c3c(sc2n1)CCC3 | -12% | -3.4%
COC(=O)c1c(-c2ccccc2)csc1NC(=O)CCCC(=O)O | 4% | 0.2%
CC(C)(C)CC(=O)Nc1nnc(-c2cccs2)s1 | -9% | -2.3%

The main list resumes, repeating the two entries before the break.
SMILES | Rat MKP-3 inhibitors | Hsp70 inhibitors
Cc1ccc(CN(Cc2cc3cc4c(cc3[nH]c2=O)OCCO4)Cc2nnnn2Cc2ccco2)cc1 | . | 3.1%
CC1CCN(S(=O)(=O)c2ccc(NC(=O)c3ccc([N+](=O)[O-])cc3)cc2)CC1 | -1% | 4.8%
Cn1c(SCC(=O)NCCN2C(=O)CSC2=O)nc2ccccc2c1=O | -1% | 1.4%
O=C(Cc1ccc(Cl)cc1)NC(c1ccccc1)c1ccccc1 | 3% | -0.9%
Cc1cc(C(=O)Nc2nc3c(s2)CCCC3)cs1 | -6% | -0.5%
C/C(=N\O)C(=O)NCCCn1ccnc1 | 1% | -1.3%
CCC1(N(C(C)=O)c2ccc(OC)cc2)C(=O)c2ccccc2C1=O | -6% | 3.9%
O=C(O)c1cccc(N(CCO)CCO)c1 | 0% | 4.3%
C=CCc1cccc2cc(C(=O)N(Cc3ccccc3)Cc3ccccc3)c(=O)oc12 | 2% | -8.5%
O=C(/C=C/c1ccccc1)Nc1ccc(S(=O)(=O)N2CCCC2)cc1 | 3% | 2.3%
CCOc1ccc(CNC(=O)C2CCCN(S(C)(=O)=O)C2)cc1OC (configuration not stated) | -9% | 0.9%
CCN(CC)c1ccc(/C=N/NC(=O)/C(=C\c2ccc3c(c2)OCO3)NC(=O)c2ccccc2)cc1 | 7% | 1.4%
CCOC(=O)C1C(=O)CC(C)(O)C(C(=O)OCC)C1/C=C/c1ccccc1 (configuration not stated) | -12% | 2.8%
